Screening results (PubChem BioAssay)
PTHR1 ag = qHTS for PTHR1 Agonists: Primary Screen; HEK293 GP2 PTHR1 cells, GloSensor cAMP luminescence, 1 h; Potency, µM (series often up to 115 µM), for the others: at the top dose activation, usual class: activators; 410,000 tested, 0.075% active; AID 743266, 2014; further: potency means the concentration at half of the fitted maximal effect; nearly all actives have a fitted effect of over 55% in size; some results filed as inactive show a strong effect at the top dose; inactives centre near -15; many of its hits are not listed in these tables
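HEK-293-derived GP2 cells expressing PTHR1 and a GloSensor cAMP reporter, 3,000/well, plated overnight, given luciferin plus IBMX (each 0.5 mM as added) for 1 h at 37 °C, then compound for 1 h at 37 °C. Luminescence was read after 15 min at room temperature.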
GLP1R ag = qHTS of GLP-1 Receptor Agonists; Glucagon-like peptide 1 receptor (Homo sapiens), P43220; HEK293 GLP-1R CRE-luciferase, luminescence, 4-6 h; cells express a hypersensitive GLP-1R form; Potency, µM (highest dose often 45.6 µM), inactives show at the top dose activation, hits mostly activators; 380,000 tested, 0.007% active; further: potency means the concentration at half of the fitted maximal effect; % of control where 0% means no effect
Target sequence (P43220 whole entry, looked up): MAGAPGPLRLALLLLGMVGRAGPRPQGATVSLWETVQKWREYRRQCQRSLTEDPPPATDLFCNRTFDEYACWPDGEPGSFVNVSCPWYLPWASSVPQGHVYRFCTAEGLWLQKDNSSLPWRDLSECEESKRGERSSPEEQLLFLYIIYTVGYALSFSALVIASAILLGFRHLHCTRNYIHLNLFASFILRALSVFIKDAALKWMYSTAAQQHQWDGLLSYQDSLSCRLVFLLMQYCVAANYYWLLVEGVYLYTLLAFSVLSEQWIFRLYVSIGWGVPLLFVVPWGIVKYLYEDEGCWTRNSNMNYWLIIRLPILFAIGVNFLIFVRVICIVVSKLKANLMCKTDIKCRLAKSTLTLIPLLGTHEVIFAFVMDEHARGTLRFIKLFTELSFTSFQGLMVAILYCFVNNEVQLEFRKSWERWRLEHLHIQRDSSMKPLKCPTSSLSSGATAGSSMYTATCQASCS
aSyn rescue = qHTS of alpha-syn Inhibitors; Yeast expressing alpha-synuclein, growth rescue, BacTiter-Glo, 24 h; Potency, µM (doses to about 46.1 µM), for the others: top-dose growth rescue (activation), usual class: activators; 370,000 tested, 0.14% active; AID 652106, 2013; further: potency means the concentration at half of the fitted maximal effect; % of control where 0% means no effect; nearly all actives have a fitted effect of over 65% in size
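Galactose-induced alpha-syn yeast (OD600=0.02, raffinose-pregrown) + pinned cpd, 24 hr, 30 deg C; growth by BacTiter-Glo luminescence. Growth restoration scores as activation.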
DRD3 agonist = qHTS of D3 Dopamine Receptor Agonist: qHTS; D(3) dopamine receptor (Homo sapiens), P35462; D3R DiscoveRx beta-arrestin cells, luminescence, 90 min; max activation, %; 410,000 tested, 0.58% active; in the data active means max activation above about 30%; further: 0% is about no effect; mostly tested at two doses, the higher about 12 µM
Target sequence (P35462 whole entry, looked up): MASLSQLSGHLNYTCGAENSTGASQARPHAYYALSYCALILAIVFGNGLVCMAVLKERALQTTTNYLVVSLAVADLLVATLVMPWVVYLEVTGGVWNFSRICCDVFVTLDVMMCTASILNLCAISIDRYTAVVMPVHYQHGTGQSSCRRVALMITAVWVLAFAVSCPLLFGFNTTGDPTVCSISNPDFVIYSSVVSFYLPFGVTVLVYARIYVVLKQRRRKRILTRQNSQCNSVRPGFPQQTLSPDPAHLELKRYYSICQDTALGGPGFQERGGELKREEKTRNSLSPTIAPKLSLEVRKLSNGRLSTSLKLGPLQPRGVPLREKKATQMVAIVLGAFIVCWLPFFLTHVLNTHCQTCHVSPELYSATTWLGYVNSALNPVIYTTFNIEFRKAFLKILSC
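Agonist mode: compounds and dopamine controls were applied to plated cells for 90 min at 37 degrees C after an overnight attachment at 1500 cells/well. Luminescent read-out followed 30 - 60 minutes at room temperature with DiscoveRx detection reagent.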
GLP1R cytotox = qHTS of GLP-1 Receptor Inverse Agonists: Cytotox Screen; HEK293 cAMP-luciferase reporter cells, luminescence, 24 h; Potency, µM (top dose mostly 38.3 µM), inactives show at the highest dose activity change, negative = inhibition, hits mostly inhibitors; 410,000 tested, 0.13% active; AID 624418, 2012;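 further: loss of luciferase light is scored as toxicity; potency means the concentration at half of the fitted maximal effect; on the % scale 0 is the no-effect control and ±100 the full control effect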
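Cells in DMEM/10% Nu serum/1% pen-strep, 1536-well format. Pre-incubated 12 h, dosed with 23 nL compound, incubated a further 24 h. Luciferase detection, 12 min at room temp, luminescence.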
GLP-1R inv ag = qHTS of GLP-1 Receptor Inverse Agonists (Inhibition Mode). Potency, µM (series often up to 38.3 µM), for the others: at the top dose activity change, negative = inhibition, usual class: inhibitors. 410,000 tested, 1.6% active. Glucagon-like peptide 1 receptor (Homo sapiens), P43220. HEK293 GLP-1R CRE-luciferase, luminescence, 24 h; GLP-1R form is constitutively active; further: potency means the concentration at half of the fitted maximal effect; on the % scale 0 is the no-effect control and ±100 the full control effect; nearly all actives have a fitted effect of over 55% in size
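Stable HEK293 clone (constitutively active GLP-1R + cAMP-response luciferase); 200 cells/uL plated, 12 h pre-culture, compound 24 hr, 37 deg C/5% CO2; detection reagent 12 min RT; luminescence.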
DRD3 antagonist = qHTS of D3 Dopamine Receptor Antagonist: qHTS; D3R cells, DiscoveRx beta-arrestin luminescence, antagonist mode; active compounds read low; D(3) dopamine receptor (Homo sapiens), P35462; max response, negative = inhibition, %; 360,000 tested, 2.5% active; in the data active means max response below about -50%; inconclusive means no clear call, values can overlap the other calls; further: on the % scale 0 is the no-effect control and ±100 the full control effect; mostly tested at two doses, the higher about 12 µM
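Cells plated overnight at 1500 cells/well, then exposed to library compounds with dopamine controls for 90 minutes at 37 degrees C. DiscoveRx reagent added for 30–60 minutes at room temperature; luminescence read, quantitative HTS format.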
TDP43 rescue = qHTS of TDP-43 Inhibitors; 410,000 tested, 1.8% active; TDP-43 expressing yeast growth rescue, BacTiter-Glo, 24 h; Potency, µM (doses to about 46.1 µM), inactives show top-dose growth rescue (activation), most hits filed as activators; further: potency means the concentration at half of the fitted maximal effect; % of control where 0% means no effect; nearly all actives have a fitted effect of over 50% in size
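Cell-based yeast growth screen: TDP-43 expression induced in galactose, inoculum OD600=0.02 after raffinose pregrowth to mid-log. Read-out BacTiter-Glo luminescence at 24 hr, 30 deg C; inhibition of toxicity seen as signal increase.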
KB-V1 MDR tox = qHTS assay for MDR1-selective chemotherapeutics: Primary screen using the drug-selected MDR subline cells KB-V1; KB-V1 MDR cells viability, CellTiter-Glo, 72 h; Potency, µM (series often up to 46.1 µM), without a hit: top-dose activity change, negative = cytotoxicity, hits mostly cytotoxic; 400,000 tested, 3.4% active; further: potency means the concentration at half of the fitted maximal effect; on the % scale 0 is the no-effect control and ±100 the full control effect; nearly all actives have a fitted effect of over 60% in size
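Potencies derive from concentration-effect curves fitted to normalized luminescence (CellTiter-Glo) of KB-V1 cells treated for 72 h at 37 degrees C in phenol-red-free DMEM containing 10% FBS.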
The depositor's hits bear a star; i = inactive; ? = inconclusive; / = not tested or not shown; [ ] = dose if it differs, or a comment. Unless noted, the call rests on the fitted dose curve; in most records, active means well fitted curve in the direction sought with a large enough effect; inconclusive means small, poorly fitted or top-dose-only effect, or another doubt; inactive means no such curve, though single readings can be large; an effect the other way counts as inactive or inconclusive. An excerpt. The share of hits here may be higher or lower than overall.

Order of results – PTHR1 ag	GLP1R ag	aSyn rescue	DRD3 agonist	GLP1R cytotox	GLP-1R inv ag	DRD3 antagonist	TDP43 rescue	KB-V1 MDR tox
O=C(CN1CCN(S(=O)(=O)c2cccc(F)c2)CC1)NCC1(N2CCOCC2)CCCCC1
    i	2%	-10%	8	0%	13%	13	1%	-3%
CCN(CCn1cccn1)C(=O)c1cc(COc2ccc(F)cc2Cl)on1
    -48%[inhibitor]	9%	1%	5	0%	-15%	9	?	?
CCOC(=O)C1(C)CCN1C(=O)c1ccc(SC(F)(F)F)cc1 (stereo not drawn)
    -43%[inhibitor]	4%	3%	1	2%	-6%	41	21%	4%
CCOc1ccc(NS(=O)(=O)c2ccc3[nH]cc(C(=O)NCc4ccco4)c(=O)c3c2)cc1
    i	/	/	6	0%	13%	/	0%	?
CCN(CC)C(=O)C(C)OC(=O)c1ccc(O)cc1 (stereo not drawn)
    13%[57.5 µM]	0%	0%	0	13%	0%	23	11%	-25%
Cc1cc(C(=O)OCC(=O)N2c3ccccc3CC2C)c(C)o1 (stereo not drawn)
    i	1%	17%	6	-3%	?	0	24%	0%
COCCNC(=O)c1nc2c(nnn2Cc2cc(C)ccc2C)c(=O)[nH]1
    -15%[57.5 µM]	-7%	-5%	1	-1%	0%	-4	-22%	-8%
CCN(CC(=O)Nc1c(F)cccc1F)C(=O)CNC(=O)c1ccc(Br)o1
    i	-1%	-1%	-10	-6%	1%	23	-11%	3%
Cc1ccc(N(Cc2cc(=O)[nH]c3ccccc23)C(=O)C(C)C)cc1
    -71%[inhibitor]	11%	-3%	15	-15%	-34%	2	-9%	-26%
CC(C)(C)OC(=O)N1CCCC(C(=O)Nc2ccc(C(=O)NCCc3ccccc3)cc2)C1 (stereo not drawn)
    -5%	4%	3%	6	-7%	-23%	26	12%	0%
COc1ccc(OC)c(NC(=O)c2cccc(NC(=O)c3ccccc3C(=O)O)c2)c1
    i	3%	0%	6	17%	67%[activator]	-17	7%	24%
CCN(CC)c1ccc(/C=N/NC(=O)OC(C)(C)C)cc1
    -10%	8%	2%	-8	1%	?	8	19%	-5%
NS(=O)(=O)c1ccc(N=Cc2ccc(Br)s2)cc1
    -19%	-8%	-1%	2	17%	15%	-3	-1%	0%
Cc1nn(C(C)C(=O)NCc2ccc(OC(C)C)cc2)c(=O)c2c1sc1ccccc12 (stereo not drawn)
    ?	/	/	2	17%	-19%	/	9%	7%
COc1ccccc1NS(=O)(=O)c1ccc2oc(SCC(C)=O)nc2c1
    -23%	17%	1%	10	-3%	-8%	-4	-2%	-7%
CCOC(=O)CC/C(=N\NC(N)=O)c1ccc(OC)c(Cl)c1
    -16%	?	-1%	4	-28%	15%	-17	?	8.2µM*
CCCCOC(=O)c1ccc(NC(=O)c2ccoc2C)cc1
    -36%[inhibitor][57.5 µM]	2%	-8%	18	-20%	-18%	20	-5%	10µM*
Cc1cccc(NC(=O)CCC2CCN(C(=O)c3ccc(C)s3)CC2)c1
    -8%	-4%	-2%	-5	-7%	4%	-2	-8%	0%
O=C(Nc1cccc(-c2csc(Nc3cccc(C(F)(F)F)c3)n2)c1)c1cc([N+](=O)[O-])cc(C(F)(F)F)c1
    -1%	-1%	1%	9	2%	?	5	24%	6%
O=C(Nc1nc2ccccc2s1)C1CCCO1 (stereo not drawn)
    -4%[57.5 µM]	-6%	7%	0	4%	-8%	-10	0%	1%

Three structures already listed, sorted by count of non-hydrogen atoms, highest first.
Order of results – PTHR1 ag	GLP1R ag	aSyn rescue	DRD3 agonist	GLP1R cytotox	GLP-1R inv ag	DRD3 antagonist	TDP43 rescue	KB-V1 MDR tox
O=C(Nc1cccc(-c2csc(Nc3cccc(C(F)(F)F)c3)n2)c1)c1cc([N+](=O)[O-])cc(C(F)(F)F)c1
    -1%	-1%	1%	9	2%	?	5	24%	6%
CCN(CC)c1ccc(/C=N/NC(=O)OC(C)(C)C)cc1
    -10%	8%	2%	-8	1%	?	8	19%	-5%
NS(=O)(=O)c1ccc(N=Cc2ccc(Br)s2)cc1
    -19%	-8%	-1%	2	17%	15%	-3	-1%	0%

(cont.)
Order of results – PTHR1 ag	GLP1R ag	aSyn rescue	DRD3 agonist	GLP1R cytotox	GLP-1R inv ag	DRD3 antagonist	TDP43 rescue	KB-V1 MDR tox
O=C(NC(=S)NNC(=O)c1ccccc1O)c1ccc(F)cc1
    -16%	0%	-1%	-2	1%	-4%	-10	-34%[inhibitor]	0%
Cc1ccc2nc(SCC(=O)NCCCN3CCCC3=O)[nH]c2c1
    -8%	-2%	-2%	3	-19%	-2%	11	9%	0%
Cc1cc(C(F)F)n2nc(C(=O)Nc3cccc(C(F)(F)F)c3)nc2n1
    -4%[57.5 µM]	-18%	2%	-2	-2%	1%	?	6%	-5%
COc1cc(NC(=O)CSc2nnc(Cn3nnc4ccccc43)n2C)cc(OC)c1
    -6%[57.5 µM]	6%	-1%	2	-13%	-28%	-7	3%	4%
CCOc1ccc(OCCSc2nnnn2-c2ccccc2)cc1
    i	2%	-19%	-3	-5%	?	5	21%	8%
CC(=O)c1cccc(NC(=O)c2csc3c2CCCCC3)c1
    -21%	15%	1%	1	1%	2%	-18	-9%	-16%
O=C(CSc1nc(=O)[nH]c2c1CCCC2)Nc1cc(C(F)(F)F)cc(C(F)(F)F)c1
    i	-15%	-7%	1	-1%	-3%	22	-19%	?
Cc1ccc(NC(=O)C2CCN(S(C)(=O)=O)CC2)cc1C
    i	-1%	0%	-19	2%	2%	-23	-22%	?
O=C(Cn1nc2c(cc1=O)CCCC2)Nc1ccc(F)cc1F
    -8%	/	/	2	-7%	3%	/	1%	/
CC(C)c1ccc(NC(=O)NC2(C(=O)NCc3cccnc3)CCCCC2)cc1
    -16%	5%	0%	15	-1%	-7%	7	8%	-18%
COc1cccc(C(=O)NC2CC(C)(C)Cc3c2cnn3-c2cccc(F)c2)c1OC (stereo not drawn)
    -20%	17%	0%	-7	-6%	?	7	0%	-26%
O=C(NNC(=O)C1CC(c2cccnc2)=NO1)Nc1cccc(F)c1 (stereo not drawn)
    -4%	1%	-2%	-1	16%	0%	160	0%	13%
Cc1ccc(C)c(S(=O)(=O)N/N=C/c2ccc(N3CCOCC3)cc2)c1
    -10%	3%	2%	6	-1%	-10%	21	27%	2%
O=c1[nH]c(Cc2cccc(C(F)(F)F)c2)nc2ccccc12
    i	0%	1%	6	14%	7%	7	16%	-14%
COc1ccc(C(CNC(=O)C2CC(=O)N(Cc3ccccc3)C2)N2CCOCC2)cc1 (stereo not drawn)
    -8%	-4%	-8%	1	-1%	1%	-11	7%	-15%
CCOc1ccc(CCNC(=O)CCc2c(C)nc3c4c(C)cc(C)nc4nn3c2C)cc1
    i	/	/	-7	-12%	0%	/	-28%	/
COc1ccc(OC)c(CNC(=O)c2c(C)oc3ncn(CC(C)C)c(=O)c23)c1
    -3%	/	/	7	7%	14%	/	?	3%
CCCn1c2ccccc2c2cnn(CC(=O)N3CCN(c4ccccc4F)CC3)c(=O)c21
    i	/	/	-10	23%	12%	/	0%	/
O=C(c1ccc2c(c1)N(Cc1ccccc1F)C(=O)c1ccccc1S2(=O)=O)N1CCc2ccccc21
    -6%	-1%	/	3	-2%	-1%	/	18%	6%
O=C(N/C(=C/c1ccccc1)C(=O)N1CCCCCC1)c1ccccc1
    i	12%	11%	2	-10%	?	15	-11%	1%
CSCc1cccc(C(=O)OC(C)C(=O)Nc2c(C)n(C)n(-c3ccccc3)c2=O)c1 (stereo not drawn)
    i	8%	?	-4	-5%	-1%	-13	8%	-26%
COc1cc(C(=O)OC(C)C(=O)NCC2CCCCC2)cc(NC(=O)c2ccco2)c1OC (stereo not drawn)
    i	5%	7%	-1	-14%	46%[activator]	6	0%	21µM*
CCSc1ccc2nnc(-c3cccs3)n2n1
    -30%[inhibitor]	17%	5%	1	-5%	68%[activator]	1	?	?
CCCNC(=O)OCCC12CC3CC(CC(C3)C1)C2
    i	3%	4%	1	-10%	?	13	11%	-3%
Cc1ccccc1OCC(O)CN (stereo not drawn)
    -13%[57.5 µM]	-12%	-6%	-11	3%	0%	-26	-11%	17%
CCc1ccc(OCC(=O)NC2CC(C)(C)NC(C)(C)C2)cc1
    -7%	-3%	0%	-4	4%	-23%	-3	-1%	13%
O=C(c1ccc(F)cc1Cl)N1CCN(S(=O)(=O)c2cccs2)CC1
    i	1%	-1%	2	-3%	-12%	-10	-2%	?
O=C(CCN1C(=O)CSc2ccccc21)Nc1cccc(C(F)(F)F)c1
    i	9%	0%	-9	-16%	?	-20	7%	2%
Cc1ccc(NCc2nnc(SCC(=O)NNC(=O)Cc3ccccc3)n2C)cc1
    -6%	-3%	0%	4	-2%	18%	3	13%	0%
Cc1[nH]nc2cn[nH]c12
    -6%[57.5 µM]	-19%	2%	12	-16%	0%	19	-3%	15%
O=C(O)c1cccc(-c2nnn(Cc3ccccc3)n2)c1
    -19%	-10%	?	-5	-1%	?	?	?	6%
CCOC(=O)c1ccc(NC(=O)Cc2coc3cc4c(cc23)CCC4)cc1
    -75%[inhibitor]	-2%	1%	2	11%	3%	5	12%	13%
COc1ccc(-c2noc(CN3CCOCC3)n2)cc1OC
    i	-1%	-1%	-6	14%	11%	0	16%	-17%
Cc1nc2ccc(-c3nc4cc(N)ccc4o3)cc2[nH]1
    -20%	-7%	-5%	4	11%	-23%	41	?	-3%
Cc1ccc(NCc2cc3cc4c(cc3n(CC(=O)Nc3ccc(F)cc3F)c2=O)OCCO4)cc1
    -44%[inhibitor]	-4%	5%	-4	3%	17%	/	1%	-25%
